POLH inh: DNA polymerase eta (human) inhibition; AID 588591; Potency, µM (series often up to 114 µM), for inactives: at the highest dose activity change, negative = inhibition, usual class: inhibitors; recombinant Pol eta, fluorescent DNA replication assay; Q9Y253; actives 1.2% (n = 390,000); further: potency means the concentration at half of the fitted maximal effect; on the % scale 0 is the no-effect control and ±100 the full control effect
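Fluorescent replication assay: 50 nM final substrate added after a 15 min room-temperature compound preincubation with 10 nM enzyme. Signal taken at 0 min and again at 10 min.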
Pol beta inh: blocks human DNA polymerase beta activity; P06746; Potency, µM (series often up to 114 µM), for inactives: at the highest dose activity change, negative = inhibition, usual class: inhibitors; Pol beta primer extension/strand displacement, fluorescence kinetic; AID 485314; actives 1.3% (n = 340,000); further: potency means the concentration at half of the fitted maximal effect; on the % scale 0 is the no-effect control and ±100 the full control effect
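Reaction started by 50 nM substrate onto compound-treated Pol beta (10 nM, 15 min preincubation, room temperature); plates read at 0 min and 10 min. Normalized concentration-effect data fitted by four-parameter Hill equation.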
APE1 inh: APE1 (human) endonuclease inhibition. Potency, µM (series often up to 65.8 µM), for inactives: top-dose activity change, negative = inhibition, actives largely listed as inhibitors. AID 2517. P27695. recombinant APE1, TAMRA/BHQ-2 abasic DNA cleavage fluorescence. actives 0.35% (n = 350,000);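 further: potency means the concentration at half of the fitted maximal effect; plate controls were vehicle for no effect and reference inhibitor for full effect; nearly all actives have a fitted effect of over 55% in size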
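Readout is kinetic fluorescence (ex 525, em 598 nm) from cleavage of 50 nM TAMRA/BHQ-2 THF abasic duplex by 0.75 nM APE1, compound added 15 min beforehand at RT.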
RXFP1 antag: antagonists of human relaxin receptor RXFP1. Q9HBX9. AID 1259400. actives 0.59% (n = 350,000). activity change, negative = inhibition, % at 57.5 µM. HEK293-RXFP1, relaxin-stimulated cAMP HTRF, 30 min; hits give low values;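 active means activity change of -60% or lower, but not beyond a set lower limit; inconclusive means change between -60% and -40%, or beyond the set limit; inactive means change above -40%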; further: on the % scale 0 is the no-effect control and ±100 the full control effect
Pol iota inh: blocks human DNA polymerase iota activity. actives 1% (n = 390,000). Q9UNA4. Pol iota fluorescent replication assay, 10 min. Potency, µM (titrated, usually from 115 µM), for inactives: at the highest dose activity, negative = inhibition, actives largely listed as inhibitors; further: potency means the concentration at half of the fitted maximal effect
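Pol iota at 10 nM preincubated 15 min with compounds at room temperature; reaction started with fluorescent substrate, 50 nM final. Fluorescence read kinetically at 0 and 10 min; buffer-only wells as negative control.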
POLK inh: blocks human DNA polymerase kappa activity; Q9UBT6; purified Pol kappa, fluorescent DNA synthesis assay, 10 min; Potency, µM (highest dose often 107 µM), for the others: top-dose activity, negative = inhibition, hits mostly inhibitors; actives 0.53% (n = 400,000); AID 588579; further: potency means the concentration at half of the fitted maximal effect; on the % scale 0 is the no-effect control and ±100 the full control effect
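Inhibition of 10 nM Pol kappa is measured by a fluorescent read-out at 0 and 10 min following addition of 50 nM substrate (final), with a 15-min room-temperature compound preincubation.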
Anesthetic bind: candidate novel general anesthetic via apoferritin binding | P02791 | apoferritin/1-aminoanthracene competitive binding, fluorescence | Potency, µM (titrated, usually from 77.5 µM), inactives show at the top dose activity change, negative = displacement, usual class: inhibitors | actives 0.074% (n = 350,000); further: potency means the concentration at half of the fitted maximal effect; on the % scale 0 is the no-effect control and ±100 the full control effect; nearly all actives have a fitted effect of over 20% in size
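Concentration-response curves derived by four-parameter Hill fitting of normalized fluorescence, where compounds displaced 1-AMA from 10 uM horse apoferritin following a brief 10 min room-temperature incubation; propofol titration acted as positive control.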
BLM inh: blocks DNA unwinding by human BLM helicase. AID 2528. actives 0.2% (n = 350,000). P54132. recombinant BLM DNA unwinding, fluorescence dequenching. Potency, µM (highest dose often 56.1 µM), without a hit: top-dose activity change, negative = inhibition, most hits filed as inhibitors;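 further: potency means the concentration at half of the fitted maximal effect; plate controls were vehicle for no effect and no enzyme for full effect; nearly all actives have a fitted effect of over 35% in size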
Target sequence (P54132 whole entry, looked up): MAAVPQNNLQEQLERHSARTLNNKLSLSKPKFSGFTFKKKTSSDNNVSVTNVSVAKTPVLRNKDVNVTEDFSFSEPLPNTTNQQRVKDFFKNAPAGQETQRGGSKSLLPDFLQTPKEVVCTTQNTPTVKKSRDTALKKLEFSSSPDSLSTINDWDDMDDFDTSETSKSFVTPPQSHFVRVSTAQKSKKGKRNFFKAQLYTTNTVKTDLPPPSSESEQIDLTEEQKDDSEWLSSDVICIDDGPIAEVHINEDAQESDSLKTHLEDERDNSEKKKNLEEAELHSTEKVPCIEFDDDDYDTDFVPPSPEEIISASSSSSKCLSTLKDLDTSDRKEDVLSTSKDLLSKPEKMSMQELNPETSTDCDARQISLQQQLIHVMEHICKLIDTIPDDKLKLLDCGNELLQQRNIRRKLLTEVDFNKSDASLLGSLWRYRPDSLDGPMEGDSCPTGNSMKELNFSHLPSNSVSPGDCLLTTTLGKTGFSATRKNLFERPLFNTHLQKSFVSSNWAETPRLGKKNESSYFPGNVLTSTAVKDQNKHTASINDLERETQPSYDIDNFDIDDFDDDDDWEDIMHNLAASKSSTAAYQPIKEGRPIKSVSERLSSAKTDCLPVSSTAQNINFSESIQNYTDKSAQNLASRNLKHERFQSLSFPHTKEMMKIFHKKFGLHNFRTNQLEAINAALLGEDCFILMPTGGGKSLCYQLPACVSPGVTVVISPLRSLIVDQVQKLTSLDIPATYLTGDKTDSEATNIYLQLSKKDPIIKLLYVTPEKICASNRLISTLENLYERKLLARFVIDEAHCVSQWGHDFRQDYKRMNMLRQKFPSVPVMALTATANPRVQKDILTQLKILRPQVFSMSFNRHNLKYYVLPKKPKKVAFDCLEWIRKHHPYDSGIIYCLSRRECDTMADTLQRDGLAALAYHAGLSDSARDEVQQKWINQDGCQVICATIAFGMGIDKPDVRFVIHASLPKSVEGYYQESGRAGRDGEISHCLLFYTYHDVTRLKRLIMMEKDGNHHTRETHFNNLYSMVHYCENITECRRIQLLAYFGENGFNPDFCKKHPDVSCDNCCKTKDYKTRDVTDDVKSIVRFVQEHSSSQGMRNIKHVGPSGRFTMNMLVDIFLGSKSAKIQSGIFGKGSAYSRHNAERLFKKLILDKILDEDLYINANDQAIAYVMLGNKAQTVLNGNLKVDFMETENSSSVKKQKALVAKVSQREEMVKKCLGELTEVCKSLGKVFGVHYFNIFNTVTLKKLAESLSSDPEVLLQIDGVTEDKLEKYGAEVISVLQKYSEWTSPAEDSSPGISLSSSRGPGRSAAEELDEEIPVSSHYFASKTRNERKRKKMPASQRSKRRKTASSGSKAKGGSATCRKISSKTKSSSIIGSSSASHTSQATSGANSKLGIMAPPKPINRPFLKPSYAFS
PGK inhibitor: blocks T. brucei phosphoglycerate kinase; P07378; PGK/GAPDH coupled, Kinase-Glo luminescence, 60 min; Potency, µM (top dose mostly 57.5 µM), for the others: at the highest dose activity change, negative = inhibition, hits mostly inhibitors; actives 0.043% (n = 380,000); AID 602233; further: potency means the concentration at half of the fitted maximal effect; on the % scale 0 is the no-effect control and ±100 the full control effect; nearly all actives have a fitted effect of over 60% in size
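Luminescent ATP detection (Kinase-Glo Plus) follows a 60-minute room-temperature incubation, with wells lacking PGK as controls. Buffer: 100 mM TEA (pH 7.6), 5 mM MgCl2, 0.01% Tween-20. Coupling enzyme GAPDH (100 nM final) supplies unstable 1,3-BPG in-well.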
An asterisk follows results filed as active; i = inactive; ? = inconclusive; . = not tested or not shown; [ ] = another dose, or the depositor's remark. Unless noted, the call rests on the fitted dose curve; in most records, active means well fitted curve in the direction sought with a large enough effect; inconclusive means small, poorly fitted or top-dose-only effect, or another doubt; inactive means no such curve, though single readings can be large; an effect the other way counts as inactive or inconclusive. Some of the compounds tested. The share of hits here may be higher or lower than overall.

SMILES | POLH inh | Pol beta inh | APE1 inh | RXFP1 antag | Pol iota inh | POLK inh | Anesthetic bind | BLM inh | PGK inhibitor
CCOC(=O)C(=CNc1ccc(O)c(C(=O)OC)c1)C(=O)OCC | -1% | . | . | . | 26% | -23% | . | . | 1%
CCN(CC)C(=O)N1CCC(NC(=O)c2ccccc2)CC1 | -9% | 1% | -1% | -1 | 29% | 1% | -5% | 2% | -8%
Cc1cc(C)cc(N(CC(=O)NCc2ccco2)S(=O)(=O)c2c(C)noc2C)c1 | -17% | 24% | 2% | . | 3% | 9% | -11% | -2% | -9%
O=C(COc1ccc2ccccc2c1)N/N=C/C1CC=CCC1 (stereo not given) | -14% | 20% | 14% | -23 | 29% | -2% | ? | 1% | 2%
CC12CC(c3ccccc3O1)C(/C(N)=N/NC(=O)c1ccc(F)cc1)C(=O)N2 (stereo not given) | -3% | 0% | 1% | -9 | 62%[activator] | -4% | -2% | 2% | -2%
CN(C(=O)COC(=O)c1nc(Cl)ccc1Cl)C1CCS(=O)(=O)C1 (stereo not given) | -11% | 11% | -4% | -1 | 7% | -1% | -7% | -4% | -6%
CCOC(=O)c1c(NC(=O)c2cc(-c3cccc(Cl)c3)on2)sc(C)c1C | 4% | -1% | . | 0 | 15% | 10% | -14% | 0% | -6%
NS(=O)(=O)c1ccc(CNC(=O)Cc2ccsc2)cc1 | 13% | . | . | 8 | 17% | 1% | . | . | -1%
O=C(Nc1cccc(C(F)(F)F)c1)NC1CCCCC1 | -19% | 8% | 0% | -30 | -10% | -10% | -18% | -5% | -3%
Cc1cc(C)cc(OCC(=O)OCC(=O)N(C)CC(=O)Nc2ccc(F)cc2)c1 | -26% | . | -8% | -1 | 26% | -10% | . | . | 0%
COc1ccc2[nH]c3c(NCCN(C(C)C)C(C)C)ncnc3c2c1 | -28% | -27% | -4% | -1 | -11% | ? | -9% | -2% | -2%
Cn1cc(C2OC(=O)c3ccccc32)c2ccccc21 (stereo not given) | -8% | . | . | -1 | -25% | -8% | . | . | i
Cc1oc(-c2ccccc2)nc1Cn1cccc1C1=NC(c2ccccc2)CO1 (stereo not given) | -5% | 0% | 4% | -16 | 10% | -7% | -5% | -6% | -5%
COc1ccc(N2CCN(S(=O)(=O)/C=C/c3ccccc3)CC2)cc1 | 7% | -7% | 0% | 8 | 4% | -13% | 2% | -1% | -5%
CC(C)(C)C(=O)CN1C(=O)NC(c2ccccc2)(c2ccccc2)C1=O | -11% | 1% | 7% | -20 | 15% | 3% | -4% | -4% | -8%
Cc1ccc(NC(=O)c2ccc3c(=O)n4c(nc3c2)CCCCC4)cc1F | -20% | 13% | 2% | 1 | 66%[activator] | 2% | -2% | -4% | 1%
CCOC(=O)c1[nH]c2ccccc2c1NC(=O)c1ccccc1F | -2% | 38% | . | . | -14% | -6% | 204%[activator] | -3% | -6%
COc1ccc(/C=N/NS(=O)(=O)c2ccc(C)cc2)cc1OC(=O)c1ccccc1 | -22% | 0% | -2% | -18 | ? | -17% | -13% | -8% | i
O=C(COC(=O)/C=C/c1ccccc1)NC1CCS(=O)(=O)C1 (stereo not given) | -11% | . | 12% | -2 | -4% | -2% | . | . | -10%
CCOc1ccc(OCCNC(=O)c2ccc3c(c2)nnn3CC)cc1 | -6% | . | -15% | 0 | 21% | -1% | . | . | 1%
CCC(C)NC(=O)CC(NS(=O)(=O)c1ccc(NC(C)=O)cc1)C(C)C (stereo not given) | 3% | 12% | -2% | -18 | 104%[activator] | -4% | -5% | 0% | -1%
CC(=O)c1cccc(N(CC(=O)NCC2CCCO2)C(=O)CCC(=O)Nc2cc(C)on2)c1 (stereo not given) | 7% | -1% | -2% | -10 | 13% | 1% | -1% | 1% | -6%
CCn1c(SCC(=O)c2cc(OC)ccc2OC)nnc1-c1ccncc1 | -5% | . | . | 13 | 20% | -5% | . | . | -5%
COc1cccc2sc(N(CCN(C)C)C(=O)c3ccc(S(=O)(=O)N4CCCC4)cc3)nc12 | -9% | 12% | 9% | -14 | -14% | -7% | -6% | -2% | -3%
CC1(C)CC2(CC(c3ccccc3)Oc3cc(O)ccc32)NC(=O)N1 (stereo not given) | . | 0% | 2% | . | . | . | -6% | -4% | .

Full records as entered above.
CC(=O)c1cccc(N(CC(=O)NCC2CCCO2)C(=O)CCC(=O)Nc2cc(C)on2)c1 (stereo not given) in the list: POLH inh: 7%; Pol beta inh: -1%; APE1 inh: -2%; RXFP1 antag: -10; Pol iota inh: 13%; POLK inh: 1%; Anesthetic bind: -1%; BLM inh: 1%; PGK inhibitor: -6%
CCC(C)NC(=O)CC(NS(=O)(=O)c1ccc(NC(C)=O)cc1)C(C)C (stereo not given) in the list: POLH inh: 3%; Pol beta inh: 12%; APE1 inh: -2%; RXFP1 antag: -18; Pol iota inh: 104%[activator]; POLK inh: -4%; Anesthetic bind: -5%; BLM inh: 0%; PGK inhibitor: -1%

Further structures
SMILES | POLH inh | Pol beta inh | APE1 inh | RXFP1 antag | Pol iota inh | POLK inh | Anesthetic bind | BLM inh | PGK inhibitor
Cc1nn(Cc2ccccc2)c(C)c1NS(=O)(=O)c1ccccc1 | -16% | 23% | 8% | 2 | 19% | 0% | -7% | -2% | 1%
O=C(CN1C(=O)C2C3C=CC(C4CC34)C2C1=O)NCc1ccco1 (stereo not given) | -14% | 9% | 2% | -4 | 59%[activator] | 4% | -6% | -4% | -4%
COc1ccc([N+](=O)[O-])cc1NC(=O)c1ccc(N(Cc2ccccc2Cl)S(C)(=O)=O)cc1 | -19% | 9% | 3% | -8 | 20% | 0% | 9% | 5% | -5%
O=C(CCN1CCOCC1)N/N=C/c1cc([N+](=O)[O-])ccc1OC(F)F | -11% | -2% | -4% | -1 | 24% | -3% | -9% | 0% | 0%
CC(C)CCn1nnnc1CN1CCN(C(=O)c2ccco2)CC1 | 0% | 43% | 2% | -12 | -12% | -7% | 3% | 1% | -3%
O=C(CSc1ccccc1)Nc1ccc2c(c1)OCO2 | -20% | 18% | 8% | -5 | 18% | 5% | -8% | 1% | -3%
CCOc1ccc(-c2cccc(NC(=O)c3ccc(Br)o3)c2)nn1 | -2% | . | -2% | -27 | 14% | -8% | . | . | i
COc1cc(-c2nc(N)n[nH]2)cc(OC)c1OC | -13% | ? | ? | -3 | -1% | -4% | -3% | -2% | -1%
COc1ccc(CCNc2ccc(C(CC(N)=O)NC(=O)c3ccc(Br)cc3)cc2[N+](=O)[O-])cc1 (stereo not given) | -13% | 19% | -1% | . | ? | -9% | -1% | -4% | -9%
Cc1ccc(CN2CCNC(=O)C2CC(=O)N2CCN(c3ncccn3)CC2)o1 (stereo not given) | -4% | 1% | 2% | -8 | 86%[activator] | -23% | -7% | -4% | i
CCCCCCn1c(COc2ccccc2F)nnc1SCC(=O)NC1CCS(=O)(=O)C1 (stereo not given) | -24% | . | . | -7 | -1% | -6% | . | . | -11%
CCOc1ccc2nc(N(CCCN(C)C)C(=O)c3ccc(S(=O)(=O)N4CCc5ccccc5C4)cc3)sc2c1 | -6% | 4% | -3% | -12 | 34%[activator] | 3% | ? | 1% | -1%
COc1ccc(C(CC(=O)Nc2ncccc2C)N2Cc3ccccc3C2=O)cc1 (stereo not given) | -7% | 1% | 38%[activator] | 11 | -22% | -4% | -3% | 1% | -16%
CN(C)S(=O)(=O)c1cccc(NC(=O)COC(=O)/C=C/c2ccc([N+](=O)[O-])cc2)c1 | -17% | -2% | -3% | -12 | 170%[activator] | 0% | -16% | -7% | i
Cc1cc(S(=O)(=O)Nc2cccc(Cl)c2)c(C)s1 | -18% | -7% | -6% | 17 | 49%[activator] | 5% | ? | -8% | i
CCOC(=O)c1c(C)c(-c2ccccc2)n(CC(=O)NCCc2ccc(C)cc2)c1C | -16% | 4% | . | . | 18% | 10% | -4% | -2% | 8%
COc1ccc(C)cc1NC(=O)c1ccc([N+](=O)[O-])cc1[N+](=O)[O-] | 9% | 24% | 1% | -4 | -1% | 6% | -19% | -6% | -7%
CCC1([N+](=O)[O-])COC(c2ccc(OC)cc2)OC1 (stereo not given) | -10% | . | . | -38 | 20% | -20% | . | . | 6%
Nc1ncc(Br)cc1S(=O)(=O)NCCc1ccccc1 | -10% | 1% | 4% | -14 | 51%[activator] | -9% | ? | -4% | 4%
CN1CCN(c2nc3c(c(=O)n(C)c(=O)n3C)n2CCSc2nnnn2-c2ccccc2)CC1 | -9% | 19% | 3% | -25 | 8% | -15% | -7% | 4% | -6%

Structures shown so far with a thiophene ring, fused or not:
SMILES | POLH inh | Pol beta inh | APE1 inh | RXFP1 antag | Pol iota inh | POLK inh | Anesthetic bind | BLM inh | PGK inhibitor
CCOC(=O)c1c(NC(=O)c2cc(-c3cccc(Cl)c3)on2)sc(C)c1C | 4% | -1% | . | 0 | 15% | 10% | -14% | 0% | -6%
NS(=O)(=O)c1ccc(CNC(=O)Cc2ccsc2)cc1 | 13% | . | . | 8 | 17% | 1% | . | . | -1%
Cc1cc(S(=O)(=O)Nc2cccc(Cl)c2)c(C)s1 | -18% | -7% | -6% | 17 | 49%[activator] | 5% | ? | -8% | i

Source: PubChem BioAssay (National Center for Advancing Translational Sciences (NCATS))
